From PubChem BioAssay
PI4K2A inh: qHTS for small molecular inhibitors of PI4K2A; purified PI4K2A, ADP-Glo luminescence, 1 h; stronger effect = lower value; activity change, negative = inhibition, % at 76.9 µM; actives 0.13% (n = 420,000); in the data active = activity change below about -50%; inconclusive = mostly about -30% to -49%;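 also: -100% = wells without enzyme as full effect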
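PI4K2A activity was measured by ADP-Glo luminescence: enzyme (4 ug/mL stock) and phosphatidylinositol (1.2 mM stock) in Tris pH 7.5/MgCl2/EGTA/Triton X-100 buffer were reacted with ATP (300 microM stock) for one hour at ambient temperature.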
PGK inhibitor: qHTS Assay to Find Inhibitors of Phosphoglycerate Kinase; actives 0.043% (n = 380,000); Potency, µM (series often up to 57.5 µM), for the others: at the highest dose activity change, negative = inhibition, usual class: inhibitors; PGK/GAPDH coupled, Kinase-Glo luminescence, 60 min; also: potency is read from the fitted curve at half-maximal effect; % is scaled to controls: 0 for no effect and ±100 for the full control effect; nearly all actives have a fitted effect of over 60% in size
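Luminescent ATP detection (Kinase-Glo Plus) follows a 60-minute room-temperature incubation, with wells lacking PGK as controls. Buffer: 100 mM TEA (pH 7.6), 5 mM MgCl2, 0.01% Tween-20. Coupling enzyme GAPDH (100 nM final) supplies unstable 1,3-BPG in-well.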
POLH inh: qHTS for Inhibitors of Polymerase Eta. Potency, µM (top dose mostly 114 µM), inactives show top-dose activity change, negative = inhibition, actives largely listed as inhibitors. AID 588591, 2011. recombinant Pol eta, fluorescent DNA replication assay. actives 1.2% (n = 390,000). DNA polymerase eta (Homo sapiens), Q9Y253; also: potency is read from the fitted curve at half-maximal effect; % is scaled to controls: 0 for no effect and ±100 for the full control effect
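Pol eta (10 nM) was preincubated with compounds for 15 min at room temperature, after which fluorescent replication substrate (50 nM final) was added to start the reaction. Fluorescence was read kinetically at 0 and 10 min.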
JMJD2A Tudor inh: qHTS Assay for Inhibitors of JMJD2A-Tudor Domain | AlphaScreen JMJD2A-Tudor / H3K4me3 peptide binding | Potency, µM (highest dose often 114 µM), for the others: top-dose activity change, negative = inhibition, hits mostly inhibitors | actives 4.4% (n = 390,000); also: potency is read from the fitted curve at half-maximal effect; % is scaled to controls: 0 for no effect and ±100 for the full control effect; nearly all actives have a fitted effect of over 50% in size
Target sequence (O75164 whole entry, looked up, the tested form may be a part): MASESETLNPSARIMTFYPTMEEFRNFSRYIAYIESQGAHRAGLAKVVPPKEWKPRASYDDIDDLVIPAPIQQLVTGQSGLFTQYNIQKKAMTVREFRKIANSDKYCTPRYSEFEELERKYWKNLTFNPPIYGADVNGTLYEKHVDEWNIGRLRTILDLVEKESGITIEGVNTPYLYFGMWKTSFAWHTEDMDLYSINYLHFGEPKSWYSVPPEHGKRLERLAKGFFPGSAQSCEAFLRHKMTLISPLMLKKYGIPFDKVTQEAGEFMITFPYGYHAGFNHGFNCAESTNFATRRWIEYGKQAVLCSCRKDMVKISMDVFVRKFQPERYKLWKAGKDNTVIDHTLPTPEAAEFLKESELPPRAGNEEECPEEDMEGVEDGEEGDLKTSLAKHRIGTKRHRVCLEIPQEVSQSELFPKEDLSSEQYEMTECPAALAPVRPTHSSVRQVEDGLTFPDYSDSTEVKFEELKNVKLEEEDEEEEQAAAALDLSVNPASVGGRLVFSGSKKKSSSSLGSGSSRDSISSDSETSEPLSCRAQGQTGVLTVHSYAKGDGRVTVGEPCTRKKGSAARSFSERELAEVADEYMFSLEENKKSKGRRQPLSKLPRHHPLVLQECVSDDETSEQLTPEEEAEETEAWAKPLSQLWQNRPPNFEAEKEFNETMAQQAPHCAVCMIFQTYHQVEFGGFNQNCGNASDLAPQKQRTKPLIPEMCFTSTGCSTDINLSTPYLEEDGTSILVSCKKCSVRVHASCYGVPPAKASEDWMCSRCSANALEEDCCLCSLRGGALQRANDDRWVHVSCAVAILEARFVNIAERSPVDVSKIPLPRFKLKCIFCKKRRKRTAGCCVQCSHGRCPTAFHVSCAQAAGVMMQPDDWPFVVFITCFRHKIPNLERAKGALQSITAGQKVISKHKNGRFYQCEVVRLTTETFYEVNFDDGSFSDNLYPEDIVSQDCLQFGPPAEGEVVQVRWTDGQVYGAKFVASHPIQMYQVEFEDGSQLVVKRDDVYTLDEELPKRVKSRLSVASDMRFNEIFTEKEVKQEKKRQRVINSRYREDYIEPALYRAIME
Pin1 inhibitor: qHTS Assay to Find Inhibitors of Pin1; AID 504891, 2011; Potency, µM (highest dose often 115 µM), for inactives: at the highest dose activity, negative = inhibition, usual class: inhibitors; Pin1 FP peptide displacement, HiFluor488, 10 min; actives 0.009% (n = 390,000); Peptidyl-prolyl cis-trans isomerase NIMA-interacting 1 (Homo sapiens), Q13526; active = well fitted inhibition curve with a large enough effect in the polarisation, with a control signal flat, not every such curve was filed as active; inconclusive = small, poorly fitted or top-dose-only effect, or effect the other way, or a change in a side signal; inactive = no such curve, though single readings can be large or run the other way; the % refers to the polarisation; also: potency is read from the fitted curve at half-maximal effect; % is scaled to controls: 0 for no effect and ±100 for the full control effect
BAZ2B block: qHTS Assay for Inhibitors of BAZ2B | Bromodomain adjacent to zinc finger domain protein 2B (Homo sapiens), Q9UIF8 | AlphaScreen BAZ2B-H3K14Ac peptide displacement | Potency, µM (titrated, usually from 114 µM), for the others: at the highest dose activity change, negative = inhibition, most hits filed as inhibitors | actives 4.4% (n = 360,000) | AID 504333, 2011; also: potency is read from the fitted curve at half-maximal effect; % is scaled to controls: 0 for no effect and ±100 for the full control effect; nearly all actives have a fitted effect of over 60% in size
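AlphaScreen luminescence quantifies BAZ2B engagement of H3K14Ac peptide; the protein and biotinylated peptide are both at 50 nM final, buffer PBS pH 7.4 with 0.01% Tween-20, all steps at room temperature.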
HP1b chromo inh: HTS for Inhibitors of HP1-beta Chromodomain Interactions with Methylated Histone Tails; Chromobox protein homolog 1 (Homo sapiens), P83916; Potency, µM (titrated, usually from 114 µM), for the others: at the highest dose activity change, negative = inhibition, hits mostly inhibitors; AlphaScreen HP1-beta / biotin-H3K9me3 peptide binding; actives 0.56% (n = 390,000); AID 540317, 2011; also: potency is read from the fitted curve at half-maximal effect; nearly all actives have a fitted effect of over 70% in size; inactives centre near 23
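HP1-beta protein (50 nM final) preincubated 30 min at room temperature with biotinylated H3(1-18)K9me3 peptide (50 nM) in PBS pH 7.4, 0.01% Tween-20, then compound added for 30 min. AlphaScreen streptavidin donor/nickel chelate acceptor beads (10 ug/mL final), 30 min dark, luminescence read.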
G9a block: qHTS Assay for Inhibitors of Histone Lysine Methyltransferase G9a; Histone-lysine N-methyltransferase EHMT2 (Homo sapiens), Q96KQ7; actives 8.8% (n = 350,000); Potency, µM (highest dose often 102 µM), without a hit: at the top dose activity, negative = inhibition, hits mostly inhibitors; G9a H3K9 monomethylation, AlphaScreen, 2 h; also: potency is read from the fitted curve at half-maximal effect; % is scaled to controls: 0 for no effect and ±100 for the full control effect; nearly all actives have a fitted effect of over 75% in size
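Step 1: enzyme (final 20 nM) with compound, 15 min RT. Step 2: substrate peptide 500 nM and SAM 20 uM, 2 h RT. Step 3: anti-H3K9me1 antibody and AlphaScreen beads, 10 min, then plate read.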
GLS inh: qHTS for Inhibitors of Glutaminase (GLS) | Glutaminase kidney isoform, mitochondrial (Homo sapiens), O94925 | GLS enzymatic activity, qHTS titration | Potency, µM (series often up to 45.5 µM), without a hit: top-dose activity change, negative = inhibition, most hits filed as inhibitors | actives 0.21% (n = 410,000); also: potency is read from the fitted curve at half-maximal effect; % is scaled to controls: 0 for no effect and ±100 for the full control effect
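Two-point fluorescence kinetic (t0, 30 min RT) for hKGA; glutamate detected via glutamate oxidase–HRP–Amplex Red. Substrate: 1 mM L-glutamine solution; buffer 45 mM KH2PO4, pH 8.2.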
Active calls of the source: *; i = inactive; u = inconclusive; x = no result given; [ ] = dose if it differs, or a comment. Unless noted, calls follow the shape of the dose curve; as a rule, active = well fitted curve in the direction sought with a large enough effect; inconclusive = small, poorly fitted or top-dose-only effect, or another doubt; inactive = no such curve, though single readings can be large; an effect the other way counts as inactive or inconclusive. The list is partial. The share of hits here may be higher or lower than overall.

SMILES	PI4K2A inh	PGK inhibitor	POLH inh	JMJD2A Tudor inh	Pin1 inhibitor	BAZ2B block	HP1b chromo inh	G9a block	GLS inh
CN(CC(=O)NCc1cccs1)CC(=O)Nc1ccccc1Cl	6	-8%	-18%	x	x	x	x	x	-1%
CN1CCN(C(c2ccc(Br)cc2)c2cc(Cl)c3cccnc3c2O)CC1 (centres undefined)	10	i	-25%	50µM*	4%	45µM*	u	7.9µM*	u
Cc1nn(-c2ccccc2)c(C)c1/C=N/n1c(-c2ccncc2)n[nH]c1=S	2	-2%	1%	u	-6%	u	11%	2.2µM*	u
Cc1ccc(Cn2c(C)c(CNC3CCCCC3)c(C(=O)O)c2C)cc1	-1	0%	-5%	-11%	-9%	-13%	34%	10%[59 µM]	13%
Cc1nnsc1C(=O)N1CCN(c2ccc(C#N)cn2)CC1	0	-1%	-2%	-5%	-6%	3%	8%	11%[59 µM]	0%
O=C(N/N=C/c1cc2c(cc1Br)OCO2)c1c[nH]c2ccccc12	-5	x	-8%	-23%	8%	-28%	24%	-22%	0%
Cc1ccc(-c2cc(C(=O)N/N=C/C(Br)=C/c3ccccc3)n[nH]2)o1	-7	-1%	-5%	u	7%	-21%	21%	u	7%
COc1cc(C(=O)N2CCN(c3ccccc3)CC2)c2ccccc2n1	4	-10%	-8%	-26%	0%	x	1%[57 µM]	x	-5%
COC(=O)CC1C(=O)NCCN1C(=O)CSc1nc2cc(Cl)ccc2o1 (centres undefined)	5	i	-5%	-7%[57.1 µM]	-8%	-1%	37%[activator]	8%	-5%
Cc1cc(=O)[nH]c(SCc2cn3ccccc3n2)n1	1	0%	7%	-7%	0%	-18%	32%	50µM*	17%
C/C=C(/C)C(=O)O[C@@H]1[C@H](OC(=O)C=C(C)C)c2c(ccc3ccc(=O)oc23)OC1(C)C	-2	-4%	-9%	-20%	-2%	-2%	21%	22%	16%
Cc1nnn(-c2nonc2N)c1C(=O)N/N=C/c1cccc2ccccc12	-3	-3%	-14%	-22%	-2%	-4%	9%	10%	-1%
CN(C)C1(CNC(=O)c2cccc(S(=O)(=O)Nc3ccc(Br)cc3)c2)CCCCC1	0	-8%	-20%	-24%	-5%	-35%	7%	u	15%
Cc1cccc(-n2c(SCC(=O)Nc3ncc(Cl)cc3Cl)nc3ccccc32)c1	-2	0%	-17%	-25%	38%[activator]	-25%	4%	-11%	9%
COc1ccc(C)cc1S(=O)(=O)N(C)CC(=O)N1CCCC1	-6	i	-9%	-14%	-3%	1%	28%	5%[0.501 µM]	0%
Cc1ccsc1/C=N\NC(=O)CC(=O)NCc1ccccc1	2	8%	-4%	-8%[11.4 µM]	3%	-12%	34%	-23%	-12%
COc1ccc(OC)c(CN2CCN(C(=O)c3cc4ccccc4cc3O)CC2)c1	-1	i	-22%	u	3%	-39%	-29%	u	1%
COc1ccccc1NC(=O)CSc1nnc(-c2nonc2NC(C)=O)n1-c1ccccc1	-3	i	-11%	-8%	2%	-10%	42%[activator]	6%[59 µM]	0%
CC1CN(C(=O)c2cc([N+](=O)[O-])cc([N+](=O)[O-])c2)CC(C)O1 (centres undefined)	0	i	-5%	-13%	-5%	-27%	18%	u	1%
COc1ccccc1-c1nc(SCC(=O)Nc2cc(C)on2)c2c(=O)n(C)c(=O)n(C)c2n1	2	i	-20%	-13%	1%	-16%	40%	18%	-9%
CCOc1ccc(NC(=O)c2nc(SCC)ncc2Cl)cc1	1	i	1%	-14%	0%	-5%	18%	-4%	-2%
COc1ccc(C2NC(=O)N(C)C3=C2C(=O)N(c2cccc(Cl)c2)C3)cc1 (centres undefined)	1	1%	-11%	-24%	0%	u	0%	-5%[59 µM]	7%
O=C(O)c1cccc(-c2ccc3c(c2)OCO3)c1	-1	1%	-8%	-10%	-5%	-10%	46%[activator]	-11%	-2%
O=C(CCCN1C(=O)c2ccccc2C1=O)Nc1c(C(=O)C2CC2)oc2ccccc12	-1	9%	-12%	-1%	1%	0%	31%	15%	0%
Cc1c(CC(=O)O)c(=O)oc2c(C)c(OCc3c(F)cccc3Cl)ccc12	-3	-1%	-9%	11%	0%	-3%	23%	19%	-1%
Next part:
SMILES	PI4K2A inh	PGK inhibitor	POLH inh	JMJD2A Tudor inh	Pin1 inhibitor	BAZ2B block	HP1b chromo inh	G9a block	GLS inh
CCOc1ccc2nc(NC(=O)c3ccc(OC)c(S(=O)(=O)N4CCOCC4)c3)sc2c1	-4	2%	-18%	-9%[57.1 µM]	9%	-12%	9%	u	-1%
CCN(CC(=O)NCc1ccc(F)cc1)C(=O)c1cc2ccccc2o1	6	3%	-7%	-6%	0%	4%	20%	-12%	14%
COc1ccc(CCNS(=O)(=O)c2ccc(-c3ccc(=O)[nH]n3)o2)cc1OC	5	-2%	-6%	-3%	-7%	0%	41%[activator]	24%	-17%
Cc1cc(C)n(CC2CC(=O)N(c3ccc(Cl)c(Cl)c3)C2=O)n1 (centres undefined)	6	0%	-6%	-4%	8%	-5%	36%	-37%[12.7 µM]	-7%
Fc1ccc(C(Nc2ccccc2Cl)c2nnc(-c3ccccc3Cl)o2)cc1 (centres undefined)	-2	-2%	-19%	50%[activator]	1%	43%[activator]	92%[activator]	94%[activator][59 µM]	15%
CCOC(=O)c1oc2cccc(OC(C)=O)c2c1C	0	-8%	6%	-2%	-3%	-7%	45%	-4%	-3%
NS(=O)(=O)c1ccc(NC(=S)N2CCN(c3cccc(Cl)c3)CC2)cc1	-4	-9%	-19%	-2%	0%	2%	-19%	8.9µM*	3%
Cc1ccc(N2C(=S)NC3c4cc(Cl)ccc4OC2(C)C3C(=O)N(C)C)cc1 (centres undefined)	6	3%	-9%	-20%	16%	-5%	5%	-14%	14%
Cc1nnc(SCC(=O)Nc2sccc2C#N)n1Cc1ccccc1	-5	-4%	-63%	-32%	75%[activator]	u	19%	-29%[59 µM]	-8%
O=C(NCC1CCCO1)C(c1ccncc1)N(Cc1cccs1)C(=O)Cn1nnc(-c2ccc(F)cc2)n1 (centres undefined)	0	-5%	-18%	-6%	3%	-5%	37%[activator]	-2%	-13%
COc1ccccc1NC(=O)CSc1nnnn1C1CCCCC1	-3	i	-16%	1%	2%	-3%	28%	1%	-8%
COc1cc(NC(=S)NNC(=O)CC(C)C)c(OC)cc1Cl	7	0%	-9%	-12%	2%	4%	12%	u	2%
CC(CC(=O)NCc1ccc(Cl)cc1Cl)CC1=NS(=O)(=O)c2ccccc2N1 (centres undefined)	1	2%	-7%	-11%	u	-5%	25%	-4%[59 µM]	-14%
CSc1nnc(-c2sc3cc(C(F)(F)F)cnc3c2-c2ccccc2)n1C	-3	-2%	-17%	-15%	7%	3%	27%	-4%	5%
COc1cccc(CNC(=O)C2CCN(S(=O)(=O)c3ccc(Br)s3)CC2)c1	2	-14%	-19%	-10%	0%	2%	1%	-9%	-13%
CCC(C)Sc1ccc([C@@H]2[C@@H]3C(=O)N(CC)C(=O)[C@@H]3[C@]3(C(=O)OC)CCCCN23)cc1 (some centres undefined)	3	7%	-12%	-7%	u	x	40%[activator]	x	2%
O=C(/C=C/c1ccc([N+](=O)[O-])cc1)NCCc1ccc(F)cc1	0	-9%	-16%	-14%	-5%	-7%	28%	-8%	-4%
CCOc1ccc(NC(=O)C2CCCN(c3nn4cc(-c5ccc(OC)cc5)nc4s3)C2)cc1 (centres undefined)	3	i	-13%	-9%	3%	-3%	13%	0%[59 µM]	-3%
CCC1=NN2C(=N)/C(=C\c3cccn3-c3cccc(Cl)c3)C(=O)N=C2S1	2	-3%	32µM*	u	1%	u	-12%	-29%	-4%
COc1ccccc1N(Cc1ccccc1)S(=O)(=O)c1cccc(C(=O)Nc2cccc(C)n2)c1	-4	i	-21%	-26%	5%	-24%	16%	-11%	6%
Cn1c(COc2ccc(Cl)cc2)nnc1SCC(=O)Nc1ccc2c(c1)CCC2	-1	-3%	u	-20%	-7%	1%	34%	1%[59 µM]	7%
CCc1ccc(NC(=O)CC2C(=O)Nc3c2c(=O)n(C)c(=O)n3C)cc1 (centres undefined)	3	i	-8%	-12%	2%	3%	42%[activator]	11%[12.7 µM]	-4%
O=C(O)c1ccc(-n2ncc3c2/C(=C/c2cccc([N+](=O)[O-])c2)CC3)cc1	1	-1%	50µM*	-10%	-3%	-19%	16%	8%[12.7 µM]	16%
CCC(C(=O)Nc1ccccn1)c1ccccc1 (centres undefined)	0	-4%	-15%	-1%	-2%	x	27%	x	1%

Retrieved by structure from the list above, 3 records:
SMILES	PI4K2A inh	PGK inhibitor	POLH inh	JMJD2A Tudor inh	Pin1 inhibitor	BAZ2B block	HP1b chromo inh	G9a block	GLS inh
CC(CC(=O)NCc1ccc(Cl)cc1Cl)CC1=NS(=O)(=O)c2ccccc2N1 (centres undefined)	1	2%	-7%	-11%	u	-5%	25%	-4%[59 µM]	-14%
Cn1c(COc2ccc(Cl)cc2)nnc1SCC(=O)Nc1ccc2c(c1)CCC2	-1	-3%	u	-20%	-7%	1%	34%	1%[59 µM]	7%
Cc1nnc(SCC(=O)Nc2sccc2C#N)n1Cc1ccccc1	-5	-4%	-63%	-32%	75%[activator]	u	19%	-29%[59 µM]	-8%
